Screening results deposited in PubChem BioAssay by Icahn School of Medicine at Mount Sinai.
ROC1-CUL1 inh: inhibitors of human ROC1-CUL1 ubiquitin ligase activity. in vitro K48 di-Ub FRET, acceptor:donor ratio, 45 min. hit rate 0.6% among 140,000. AID 1347404, 2020. inhibition, % at 10 µM. E3 ubiquitin-protein ligase RBX1 (Homo sapiens) + Cullin-1 (Homo sapiens), P62877+Q13616; in the data active means inhibition above about 25%
Target sequence (P62877 whole entry, looked up): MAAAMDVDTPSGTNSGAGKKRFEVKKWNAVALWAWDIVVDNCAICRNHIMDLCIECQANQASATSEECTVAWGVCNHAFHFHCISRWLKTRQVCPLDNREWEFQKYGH
Target sequence (Q13616 whole entry, looked up): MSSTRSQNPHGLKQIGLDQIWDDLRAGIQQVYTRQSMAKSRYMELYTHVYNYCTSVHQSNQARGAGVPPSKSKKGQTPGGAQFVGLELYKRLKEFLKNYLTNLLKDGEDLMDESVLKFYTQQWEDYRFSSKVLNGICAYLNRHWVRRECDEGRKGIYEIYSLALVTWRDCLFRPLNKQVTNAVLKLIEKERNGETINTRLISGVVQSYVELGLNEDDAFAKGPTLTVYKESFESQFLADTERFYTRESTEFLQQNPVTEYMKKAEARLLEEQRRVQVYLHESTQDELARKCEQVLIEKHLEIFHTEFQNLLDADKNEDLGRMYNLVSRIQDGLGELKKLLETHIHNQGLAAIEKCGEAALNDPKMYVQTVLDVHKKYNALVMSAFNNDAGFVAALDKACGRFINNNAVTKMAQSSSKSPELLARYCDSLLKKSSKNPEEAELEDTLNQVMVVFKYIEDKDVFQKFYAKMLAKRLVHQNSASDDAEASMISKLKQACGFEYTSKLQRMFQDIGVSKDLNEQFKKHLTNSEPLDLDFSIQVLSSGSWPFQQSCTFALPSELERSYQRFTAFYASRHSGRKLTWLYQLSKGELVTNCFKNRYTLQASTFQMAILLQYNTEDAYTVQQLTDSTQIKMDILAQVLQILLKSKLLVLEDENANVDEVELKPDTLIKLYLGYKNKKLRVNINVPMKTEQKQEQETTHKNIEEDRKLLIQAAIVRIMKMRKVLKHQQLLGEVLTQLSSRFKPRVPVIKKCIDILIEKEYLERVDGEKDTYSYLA
* hit, by the source's call. The list is partial; count on the stated rates, not on these rows.

SMILES	ROC1-CUL1 inh
CN1C(=O)C(Cc2cc(Cl)ccc2O)=NC1=S	27*
Cc1ccc2c(c1)-c1c(c(C(=O)N3CCN(c4cc(C)ccc4C)CC3)nn1C)CS2	44*
Cc1ccc2c(=O)cc(C(=O)Nc3ccc(S(=O)(=O)Nc4nc(C)cc(C)n4)cc3)oc2c1	0
CC(=O)O[C@@H]1c2cccc3cccc(c23)[C@H]1OC(C)=O	-3
Cc1cccc(C(=O)Nc2nc(C)cs2)c1	4
COc1ccc(N2CC(C(=O)N3CCc4ccccc4C3)CC2=O)cc1 (stereo unspecified)	10
COc1ccc(CCNC(=O)c2ccc3c(c2)N(Cc2cccc(Cl)c2)C(=O)CS3)cc1OC	3
CCOC(=O)c1ccc(NC(NC(=O)CC(C)C)(C(F)(F)F)C(F)(F)F)cc1	-18
C=CCCC(NS(=O)(=O)c1ccc(C)cc1)C(=O)OCC (stereo unspecified)	5
O=C(NCc1cccnc1N1CCN(c2ccccn2)CC1)c1csnn1	4
COc1cccc(N2CCN(C(=O)C3CCN(S(=O)(=O)c4cn(C)cn4)CC3)CC2)c1	-7
CC(C)(C)c1ccc(S(=O)(=O)NC(=O)C23CC4CC(CC(C4)C2)C3)cc1	6
COc1ccc(-c2csc(/C(C#N)=C\c3ccco3)n2)cc1	-13
COc1ccc(-c2cc(C(F)(F)F)n3nc(C(=O)Nc4cc(C(F)(F)F)ccc4Cl)cc3n2)cc1OC	-17
Cc1cc2ncn(S(=O)(=O)c3c(C)c(C)cc(C)c3C)c2cc1C	-5
C[C@@H]1CN(C2(C(=O)N3CCSCC3)Cc3ccccc3C2)C[C@H](C)O1	5
OCC1(Cc2ccccc2)CCCN(Cc2ccc3nonc3c2)C1 (stereo unspecified)	-1
CCCc1[nH]nc2c1C(c1ccc(OC)c(OC)c1)C(C#N)C(=N)O2 (stereo unspecified)	-6
COc1ccc(NC(=O)C2CCN(S(=O)(=O)c3cn(C)cn3)CC2)cc1Cl	0
CCc1ccc(OCC(=O)Nc2ccc(C(C)CC)cc2O)cc1 (stereo unspecified)	5
Cc1cc(=O)c(C(=O)c2ccccc2)c(C)o1	-8
COc1ccc(C2NC(=O)C(C#N)=C(S)N2c2ccccc2)cc1 (stereo unspecified)	-1
O=S(=O)(NC1CC1)c1ccc(Cl)cc1	-8
Cc1c(C(=O)N2CCCC2)oc2c1-c1nn(CC(=O)NCc3cccc(F)c3)cc1CC2	15
Cc1cc(Cl)ccc1OCC(=O)NNC(=O)CCC(=O)NNC(=O)COc1ccc(Cl)cc1C	-2
O=C1NC(=O)N2C(=NC(C(O)C(O)C(O)CO)C2O)C1[N+](=O)[O-] (stereo unspecified)	-8
CCc1ccc(OCC(=O)Nc2ccc3c(c2)c2ccccc2n3CC)c(Br)c1	6
COc1cccc(-c2n[nH]c3c2CN(Cc2cccc(C)n2)CC3)c1	7
CCOc1ccccc1NC(=O)Cn1nnc(C(=O)Nc2ccc(C)c(C)c2)c1N	0
COc1ccc(C)cc1NC(=O)CCn1nc(C)cc1C	6
O=C(CS(=O)(=O)c1nc(-c2ccc(Cl)cc2)cn1-c1ccccc1)Nc1cccc(Cl)c1	4
CCc1ccc(S(=O)(=O)c2cn(Cc3ccc(OC)cc3)c3cc(OC)c(OC)cc3c2=O)cc1	9
Cc1ccc2c(c1)-c1c(ssc1=Nc1ccc(O)cc1)C(C)(C)N2	4
Cc1nc(-c2ccccc2)cc(=O)[nH]1	-12
CCCOc1ccc(C2C(C(=O)OC)=C(C)N=C3SCCC(=O)N32)cc1 (stereo unspecified)	-10
Cc1oc2cc(OCC(=O)N3CCCC3C(=O)NC(CC(C)C)C(=O)NCC(N)=O)ccc2c(=O)c1Oc1ccccc1 (stereo unspecified)	8
COc1ccc(NC(=O)c2cc3c(=O)n(Cc4cccnc4)ccc3nc2C)cc1OC	2
O=C(Cn1c(-c2cccs2)cc2cc(Cl)ccc21)N1CCN(c2ccccc2F)CC1	5
Cc1nc(N2CCC(C(=O)NCCCOC(C)C)CC2)nc2cc(S(C)(=O)=O)ccc12	-2
CCN(Cc1cnn(CC)c1)CC1CCCN(CCc2cccc(OC)c2)C1 (stereo unspecified)	-7

Reformatted bar-delimited: entries from further up.
Compound | ROC1-CUL1 inh
COc1ccc(-c2csc(/C(C#N)=C\c3ccco3)n2)cc1 | -13
COc1ccc(-c2cc(C(F)(F)F)n3nc(C(=O)Nc4cc(C(F)(F)F)ccc4Cl)cc3n2)cc1OC | -17
Cc1cc2ncn(S(=O)(=O)c3c(C)c(C)cc(C)c3C)c2cc1C | -5
C[C@@H]1CN(C2(C(=O)N3CCSCC3)Cc3ccccc3C2)C[C@H](C)O1 | 5
OCC1(Cc2ccccc2)CCCN(Cc2ccc3nonc3c2)C1 (stereo unspecified) | -1
CCCc1[nH]nc2c1C(c1ccc(OC)c(OC)c1)C(C#N)C(=N)O2 (stereo unspecified) | -6
COc1ccc(NC(=O)C2CCN(S(=O)(=O)c3cn(C)cn3)CC2)cc1Cl | 0
CCc1ccc(OCC(=O)Nc2ccc(C(C)CC)cc2O)cc1 (stereo unspecified) | 5
Cc1cc(=O)c(C(=O)c2ccccc2)c(C)o1 | -8
COc1ccc(C2NC(=O)C(C#N)=C(S)N2c2ccccc2)cc1 (stereo unspecified) | -1
O=S(=O)(NC1CC1)c1ccc(Cl)cc1 | -8
Cc1c(C(=O)N2CCCC2)oc2c1-c1nn(CC(=O)NCc3cccc(F)c3)cc1CC2 | 15
Cc1cc(Cl)ccc1OCC(=O)NNC(=O)CCC(=O)NNC(=O)COc1ccc(Cl)cc1C | -2
O=C1NC(=O)N2C(=NC(C(O)C(O)C(O)CO)C2O)C1[N+](=O)[O-] (stereo unspecified) | -8
CCc1ccc(OCC(=O)Nc2ccc3c(c2)c2ccccc2n3CC)c(Br)c1 | 6
COc1cccc(-c2n[nH]c3c2CN(Cc2cccc(C)n2)CC3)c1 | 7
CCOc1ccccc1NC(=O)Cn1nnc(C(=O)Nc2ccc(C)c(C)c2)c1N | 0
COc1ccc(C)cc1NC(=O)CCn1nc(C)cc1C | 6

(further entries)
SMILES	ROC1-CUL1 inh
CC(C)NC(=O)c1ccc(N2CCN(C(C)C)CC2)nc1	1
Cc1ccc2nc(-c3ccc(N4C(=O)CC(N5CCN(C6CCc7ccccc7C6)CC5)C4=O)cc3)sc2c1 (stereo unspecified)	-4
Cc1ccc(CCNC(=O)c2cc3c(=O)n(C)c4ccccc4c3n2C)cc1	-16
COc1ccccc1Oc1ncccc1CNC(=O)CN1CCCCCC1	-11
CCOC(=O)c1c(N=Cc2cc(Br)cc(C)c2O)sc2c1CCCC2	-1
CCN(C(=O)C1CCCN(c2ncnc3c2nc2n3CCCCC2)C1)c1cccc(C)c1 (stereo unspecified)	9
CC(C)OC(=O)c1c(-c2ccccc2)csc1NC(=O)C(C)(C)Oc1ccc(Cl)cc1	0
Cc1ccc(NC(=O)C2CCN(S(=O)(=O)N(C)C)CC2)c(C)c1	-11
COc1cc(Cl)c(C)cc1NC(=O)CCc1nc2cccnc2n1Cc1cccs1	-9
CCCOc1ccc(C(=S)N2CCN(c3cccc(C)c3)CC2)cc1	-7
COc1ccc(N=C2S\C(=N/N=C/C=C/c3ccccc3)N(c3ccccc3)C2=Nc2ccc(OC)cc2)cc1	1
CN(CCN1CCOCC1)C(=O)c1ccc2oc(CCc3ccccc3)nc2c1	4
COc1ccc(-c2[nH]c(-c3ccc(F)cc3)nc2SCC(=O)Nc2ccc(OC)c(OC)c2)cc1	6
CN(CCC1CCOCC1)C(=O)c1cc(COc2ccccc2F)[nH]n1	-2
Cc1c(/C=C2\C(=N)N3N=C(C(F)(F)F)SC3=NC2=O)c2ccccc2n1Cc1ccccc1Cl	-4
CC(C)(C)c1cc(C(C)(C)C)n(-c2ccccc2)n1	-18
CC(C)Oc1ccc(CNC(=O)CN2C(=O)c3cccnc3Oc3ccc(Cl)cc32)cc1	9
CCN1C(=O)C(C(=O)Nc2ccccc2C(F)(F)F)C(=O)c2ccccc21 (stereo unspecified)	-2
S=c1[nH]nc(-c2ccncc2)n1/N=C/c1ccco1	-5
COc1ccc(CNC(=O)CSc2nnc(C)n2-c2ccc(F)cc2)cc1	1
CCCCCCCCN1C(=O)C(C=Nc2cc(Cl)ccc2C)C(=O)N(CCCC)C1=O (stereo unspecified)	12
COc1ccccc1NC(=O)CSc1nnc(-c2cccc(NC(=O)c3ccccc3F)c2)n1C	-8
O=C(Cn1cc(S(=O)(=O)Cc2cccc(Cl)c2)c2ccccc21)NCc1ccccc1Cl	0
NC(=O)c1ccc(C2CCCN2C(=O)c2cc3c(s2)CCCC3)s1 (stereo unspecified)	1
CCOC(=O)c1sc2ncn(CC(N)=O)c(=O)c2c1C	2
Cc1cccc(N(C)C(=O)c2cc3c(=O)oc4ccc(C)cc4c3s2)c1	-8
CCN(C(=O)CCS(=O)(=O)c1ccc2c(c1)CCN2C(C)=O)c1cccc(C(F)(F)F)c1	6
CC(=O)OC(C)=C1c2ccccc2-c2ccccc21	1
CCOc1ccc(N2CC(NC(=O)CCc3ccccc3)CC2=O)cc1 (stereo unspecified)	7
Cc1ccc(-n2nc(C(=O)N3CCN(c4cc(Cl)ccc4C)CC3)c3c4ccccc4n(C)c3c2=O)cc1	5
Cc1c(SCCO)c(=O)[nH]c2cc3c(cc12)OCO3	-4
COc1ccccc1-c1c(C#N)c(N)c(C#N)c2c1CCCC2	6
CCOC(=O)c1cc(-c2ccccc2)n(-c2cccc(C(=O)Nc3ccc(F)c(F)c3)c2)c1C	5
COc1ccc(S(=O)(=O)NCC2CCCN(C(=O)c3cscn3)C2)cc1 (stereo unspecified)	-4
CC(CS(=O)(=O)c1ccc(Br)cc1)N1CCOCC1 (stereo unspecified)	-5
COc1cc(C(=O)Nc2ccc3nc(SCc4ccccc4)sc3c2)cc(OC)c1OC	-6
Cc1ccc(N2CC(NC(=O)Cc3cccs3)CC2=O)cc1C (stereo unspecified)	0
COc1cc(SC)ccc1C(=O)Nc1ccc(S(=O)(=O)N2CCC(C)CC2)cc1	-11
CCc1[nH]nc2c1C(c1ccc(O)c(OC)c1)C(C#N)C(=N)O2 (stereo unspecified)	-7
CCOC(=O)/C(C#N)=C/C1C=NC(=O)C(C#N)C1=Nc1ccccc1 (stereo unspecified)	3
CCC(C)NC(=O)CCCn1c(=O)c2cccn2c2ccccc21 (stereo unspecified)	-4
O=C(NCc1ccc(F)cc1)C(=O)NCC(c1ccco1)S(=O)(=O)c1cccs1 (stereo unspecified)	-9
CC(=O)N1CCCc2cc(S(=O)(=O)N(C)CC(=O)Nc3ccc(C(C)C)cc3)ccc21	-3
CC1=C(C(=O)Nc2ccccc2)C(c2ccc(Cl)cc2)n2c(s/c(=C\c3ccc([N+](=O)[O-])o3)c2=O)=N1 (stereo unspecified)	-3
COc1ccc(-n2ncc(C(C)NS(=O)(=O)c3cccc4nsnc34)c2C)cc1 (stereo unspecified)	-3
O=C(Nc1nccs1)c1cccnc1Cl	-5
O=C(NCCc1nc2ccccc2n1CCOc1ccc(Cl)cc1)C1CCCCC1	-6
CCOc1cc(-c2nnc(-c3ccco3)o2)cc(OCC)c1OCC	1
CCn1cc(Cl)c(C(=O)N2N=C3/C(=C/c4ccc(C)cc4)CCCC3C2c2ccc(C)cc2)n1 (stereo unspecified)	-1
CCN(CC)C1=NC(C(F)(F)F)(C(F)(F)F)N=C(c2cccc(Cl)c2)O1	-7
Cc1cc(C)cc(C(=O)N2CCN(c3ccccc3C)CC2)c1	4
Cc1cccc(Cn2c(SCc3ccc(C(=O)NCCc4ccccc4)cc3)nc3cccnc32)c1	-8
CCC1(C2CCN(Cc3ccc(OC)cc3O)CC2)NC(=O)N(CCc2scnc2C)C1=O (stereo unspecified)	5
CN(CCO)c1nc2c(c(=O)n(Cc3ccc(Cl)cc3)c(=O)n2C)n1C	6
O=C(O)c1ccccc1SCCSc1nc2ccccc2o1	34*
O=C(CCCc1ccccc1)Nc1cccc(N2CCC(NCc3ccc4c(c3)OCO4)CC2)c1	17
CCOC(=O)N1CCc2c(sc3c2c(=O)n(-c2ccc(CC)cc2)c(=O)n3CC(=O)c2ccc(F)cc2)C1	-2
COc1ccc(C(=O)C2C(=O)C(=O)N(c3cc(C)on3)C2c2ccc(C(C)(C)C)cc2)cc1OC (stereo unspecified)	9
Cc1cc(-c2n[nH]c(=S)n2C)nn1C	5
O=c1c(N=Nc2cccc([N+](=O)[O-])c2)c(-c2ccccc2)[nH]n1-c1ccc([N+](=O)[O-])cc1	7

For convenience, some entries already given.
SMILES	ROC1-CUL1 inh
Cc1cc(-c2n[nH]c(=S)n2C)nn1C	5
O=c1c(N=Nc2cccc([N+](=O)[O-])c2)c(-c2ccccc2)[nH]n1-c1ccc([N+](=O)[O-])cc1	7

Further structures follow.
SMILES	ROC1-CUL1 inh
CC1CCc2nc3sc4c(c3c(N)c2C1)CCCC4 (stereo unspecified)	5
COC(=O)[C@]1(C)C[C@H](C(=O)NCc2ccncn2)[C@H](c2ccc(Cl)cc2)N1C	2
O=S(=O)(Cc1ccc(F)cc1)N1CCc2ccccc2C1	3
Cc1cc(=O)n(CC(=O)Nc2cccc([N+](=O)[O-])c2)c(-n2nc(C)cc2C)n1	-2
CC(C)CNC(=O)c1cc2nc(-c3cccs3)cc(C(F)(F)F)n2n1	3
COCCN1C(=O)C(=O)C(C(=O)c2ccc(OC)cc2C)C1c1ccccc1 (stereo unspecified)	-4
CCOC(=O)c1ccc(NC(=O)CSc2nc3sc(C)c(C)c3c(=O)n2-c2cccc(Cl)c2)cc1	-8
O=S(=O)(Cc1ccc(Br)cc1)N1CCCCCC1	-8
O=C(Cn1ncc2c([nH]c3ccccc32)c1=O)Nc1cc(F)ccc1F	3
Cc1cccc(NC(=O)c2cccc(N3CCCS3(=O)=O)c2)c1	3
C[C@@H](O)c1nc2ccccc2n1N	-2
COc1ccc(NC(=O)CN2C(=O)COc3ccc(S(=O)(=O)Nc4ccccc4)cc32)cc1	-4
CCC(Oc1ccccc1F)C(=O)N1CCN(c2ccccc2OC)CC1 (stereo unspecified)	-10
COCCOC(=O)C1=C(C)N=C2SCCC(=O)N2C1c1ccc(OCc2ccccc2)c(OC)c1 (stereo unspecified)	-2
